SMN2 splice up: enhancers of SMN2 splice variant expression; HEK293 SMN2-luciferase splicing reporter, luminescence, 30-36 h; Potency, µM (titrated, usually from 46.1 µM), without a hit: at the highest dose activity change, positive = activation, actives largely listed as activators; 210,000 tested, 2.8% active; AID 1458; note: % of control where 0% means no effect; nearly all actives have a fitted effect of over 55% in size
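HEK293 cells carry an SMN2 […]–luciferase reporter in which exon 7 inclusion puts luciferase in frame. Cells were plated 10-12 h before compound addition, then incubated 30-36 h at 37C. ONE-Glo luminescence was read; sodium butyrate at 4.5 mM final served as control.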
HTT cytoprotect: protects HTT-Q103 PC12 cells, measured by ATP; PC12 HTT-Q103 induced, cytoprotection, ATP luminescence, 40 h; Potency, µM (top dose mostly 56.4 µM), inactives show cytoprotection (ATP increase), actives largely listed as activators; 230,000 tested, 0.14% active; AID 1471;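 note: % of control where 0% means no effect; nearly all actives have a fitted effect of over 45% in size; toxic huntingtin expression switched on by the ecdysone agonist tebufenozide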
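Compounds were screened for protection of PC12 cells against cell death after tebufenozide induction (100 nM final) of mutant Huntingtin exon 1 (Q103) fused to GFP.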
Tau fibril FP: tau fibrillization inhibition (FP) | AID 1468 | P10636 | K18 P301L tau heparin fibrillization, Alexa594 FP, 6 h | Potency, µM (titrated, usually from 57.7 µM), for the others: at the top dose activity, negative = inhibition, most hits filed as inhibitors | 280,000 tested, 0.39% active; note: % is set by controls: 0 for no effect and ±100 for the full control effect; nearly all actives have a fitted effect of over 55% in size
Target sequence (P10636 561-689 P618L limits assumed): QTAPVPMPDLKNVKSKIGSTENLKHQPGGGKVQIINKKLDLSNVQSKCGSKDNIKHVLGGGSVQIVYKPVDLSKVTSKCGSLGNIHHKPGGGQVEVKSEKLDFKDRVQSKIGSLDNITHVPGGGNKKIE
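Heparin (20 uM) drove fibril formation of recombinant tau K18 P301L, 15 uM unlabeled with 0.24 uM Alexa 594 label, for 6 hr at 37 C in 100 mM sodium acetate pH 7. Fluorescence polarization (555/632 nm) read 1 hr after 30 uM ThT.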
Tau fluor counter: counter-screen for tau fibril formation inhibitors; Potency, µM (doses to about 57.7 µM), for inactives: at the highest dose activity change, negative = decrease; tau K18 P301L Alexa594 fluorescence, heparin fibrillization; 280,000 tested, 0.93% active; AID 1463; note: % is set by controls: 0 for no effect and ±100 for the full control effect; nearly all actives have a fitted effect of over 55% in size
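Human tau K18 P301L (15 uM unlabeled, 0.24 uM Alexa 594-labeled) in 100 mM sodium acetate pH 7 with 20 uM heparin, 6 hr at 37 C. ThT 30 uM added, 1 hr ambient; Alexa 594 FP and total fluorescence read at 555/632 nm.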
Tau ThT inhib: inhibitors of human tau fibril formation, thioflavin T binding; P10636; recombinant tau K18 P301L (four-repeat tau fragment), heparin-induced fibrillization, ThT fluorescence; Potency, µM (series often up to 57.4 µM), for the others: at the top dose activity, negative = inhibition, hits mostly inhibitors; 270,000 tested, 2.1% active; note: % is set by controls: 0 for no effect and ±100 for the full control effect; nearly all actives have a fitted effect of over 55% in size
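K18 P301L tau (15 uM + 0.24 uM Alexa 594-tagged), heparin 20 uM, NaOAc pH 7, 6 h 37 C; ThT 30 uM, 1 h RT, ex 450/em 510 nm.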
ALDH1A1 inh: ALDH1A1 (human) enzyme inhibition | 220,000 tested, 7.3% active | AID 1030 | P00352 | Purified ALDH1A1, NADH fluorescence, propionaldehyde substrate | Potency, µM (highest dose often 75.3 µM), for inactives: top-dose activity, negative = inhibition, most hits filed as inhibitors; active = well fitted inhibition curve with a large enough effect, not every such curve was filed as active; inconclusive = small, poorly fitted or top-dose-only effect, or another doubt; inactive = no such curve, though single readings can be large or run the other way;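 note: plate controls were no enzyme wells and a reference inhibitor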
Target sequence (P00352 whole entry, looked up): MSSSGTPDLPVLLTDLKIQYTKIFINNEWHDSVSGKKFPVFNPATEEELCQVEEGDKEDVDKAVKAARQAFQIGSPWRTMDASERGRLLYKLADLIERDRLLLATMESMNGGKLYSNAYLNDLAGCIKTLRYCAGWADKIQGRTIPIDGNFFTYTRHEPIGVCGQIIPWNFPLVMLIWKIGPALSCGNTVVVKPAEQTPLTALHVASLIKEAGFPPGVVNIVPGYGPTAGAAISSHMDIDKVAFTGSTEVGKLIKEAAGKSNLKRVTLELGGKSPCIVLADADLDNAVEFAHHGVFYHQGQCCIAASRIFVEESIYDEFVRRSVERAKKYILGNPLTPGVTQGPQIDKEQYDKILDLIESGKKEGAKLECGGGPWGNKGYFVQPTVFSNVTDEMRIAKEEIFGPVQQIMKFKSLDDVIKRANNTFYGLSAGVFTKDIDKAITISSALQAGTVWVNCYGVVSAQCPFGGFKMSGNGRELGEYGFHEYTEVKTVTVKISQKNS
HttQ103 aggreg: reduces HttQ103-GFP aggregates in PC12 cells | PC12 HttQ103-GFP aggregates, Acumen cytometry, 40 h | Potency, µM (highest dose often 46.1 µM), for inactives: at the top dose activity change, negative = inhibition, most hits filed as inhibitors | 220,000 tested, 1.1% active | AID 1688; note: % is set by controls: 0 for no effect and ±100 for the full control effect; nearly all actives have a fitted effect of over 60% in size
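Steps: seed 1500 PC12 HTTQ103-GFP cells/well; add tebufenozide, 100 nM final; add compound titration; add ATPLite reagent; quantify GFP aggregates by laser scanning cytometry.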
JMJD2E inh: blocks human JMJD2E demethylase activity. 230,000 tested, 1.6% active. B2RXH2. AID 2147. Potency, µM (doses to about 57.1 µM), inactives show top-dose activity change, negative = inhibition, most hits filed as inhibitors. JMJD2E catalytic domain, FDH-coupled NADH fluorescence (FDH is formaldehyde dehydrogenase); active = well fitted inhibition curve with a large enough effect, not every such curve was filed as active; inconclusive = small, poorly fitted or top-dose-only effect, or another doubt; inactive = no such curve, though single readings can be large or run the other way;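 note: 0% = wells with enzyme and -100% = buffer wells without enzyme; nearly all actives have a fitted effect of over 50% in size; many of its hits are not listed in these tables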
Target sequence (B2RXH2 1-337 limits assumed): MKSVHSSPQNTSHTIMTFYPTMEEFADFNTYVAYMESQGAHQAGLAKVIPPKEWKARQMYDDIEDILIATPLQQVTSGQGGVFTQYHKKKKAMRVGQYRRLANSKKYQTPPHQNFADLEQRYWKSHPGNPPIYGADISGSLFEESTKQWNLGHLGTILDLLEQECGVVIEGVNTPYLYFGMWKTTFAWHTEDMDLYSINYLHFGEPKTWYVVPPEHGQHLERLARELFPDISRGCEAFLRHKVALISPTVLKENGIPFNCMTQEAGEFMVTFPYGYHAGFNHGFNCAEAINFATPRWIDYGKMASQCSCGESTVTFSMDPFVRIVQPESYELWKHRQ
An asterisk follows results filed as active; ? = inconclusive; / = not tested or not shown; & = joins results of further samples; [ ] = dose if it differs, or a comment. Unless noted, calls come from the whole dose curve; as a rule, active = well fitted curve in the direction sought with a large enough effect; inconclusive = small, poorly fitted or top-dose-only effect, or another doubt; inactive = no such curve, though single readings can be large; an effect the other way counts as inactive or inconclusive. Potency is the fitted concentration of half-maximal effect.

Results follow in this order: Tau fibril FP | HttQ103 aggreg | Tau fluor counter | HTT cytoprotect | ALDH1A1 inh | SMN2 splice up | JMJD2E inh | Tau ThT inhib
CCCCOCC(O)CCc1n[nH]c(=S)n1-c1ccccc1 (stereo unspecified)
 : -3.5% | 1.4%[9.22 µM] | -0.5% | -0.2%[10 µM] | ? | / | 0.3% | -6.7%
CCCCCOc1ccc(/C=c2\sc3ncnn3c2=O)cc1
 : -12.5% | 1.9% | -17.2% | -19.9%[0.074 µM] | ? | -6.9% | ? | ?
C=CC[C@H]1Cc2c(cccc2[N+](=O)[O-])[C@H](CC=C)N1
 : 7.3% | -3.0% | -1.4% | -23.0% | 7.5% | 3.7% | 8.6% | -3.3%
COCCn1c(SCc2ccc(C(=O)OC)o2)nc2cc(Cl)ccc2c1=O
 : 11.2% | 17.8% | -16.6% | -0.2%[10 µM] | -6.7% | -9.1% | 2.8% | -17.4%
Cc1cc(C(=O)N/N=C/c2ccc(-c3cccc(Cl)c3)o2)n[nH]1
 : -4.6% | -5.7%[9.22 µM] | 1.2% | 11.6%[10 µM] | ? | / | ? | ?
COC(=O)c1sccc1NC(=O)CC1C(=O)NCCN1C(=O)Nc1ccccc1 (stereo unspecified)
 : 7.8% | 7.6%[9.22 µM] | 0.0% | 9.3%[10 µM] | / | / | 1.3% | 3.1%
O=C(COC(=O)C1=COCCO1)Nc1ccc(Oc2ccccc2)cc1
 : -11.4% | -11.9% | -20.0% | -22.6% | -8.8% | -18.3% | 11.4% | -15.7%
N#Cc1ccccc1NC(=O)CSc1nc(-c2ccccc2)cc(C(F)(F)F)c1C#N
 : ? | / | -11.9% | / | / | -3.5% | / | 7.0%
Cn1c(-c2ccccc2)c(CCO)c2ccccc21
 : 0.9% | -2.8% | 5.0% | 21.8%[1.9 µM] | ? | -3.7% | 7.2% | 11.2%
O=C(NCCCCc1ccccc1)c1ccccc1Cl
 : 0.0% | -22.0% | 0.8% | 0.8% | -5.2% | -4.7% | 6.8% | 3.2%
COc1cc(O)c(C(CCN2CCCCC2)c2ccc(N(C)C)cc2)c(OC)c1 (stereo unspecified)
 : 3.0% | 4.8%[9.22 µM] | 2.2% | 1.1%[10 µM] | / | / | 1.7% | 2.8%
Cc1cc(=O)oc2cc(OS(C)(=O)=O)ccc12
 : -6.8%&0.5% | 5.0%[9.22 µM] | -12.4%&-6.2% | 15.1%[10 µM] | ? | 12.3% | ? | -5.0%
COC(=O)c1cc(S(=O)(=O)N2CCOCC2)c(N2CCOCC2)cc1N1CCOCC1
 : -5.0% | -3.5% | 5.1% | -3.0% | 2.3% | -11.4% | 2.8% | -2.2%
C1CCc2nc3c(nc2C1)CCCC3
 : -3.5% | 13.7%[9.22 µM] | -12.1% | 5.4%[10 µM] | -1.2% | / | 3.5% | -5.3%
CCc1ccc2oc(C(=O)Nc3cccc(C(F)(F)F)c3)cc(=O)c2c1
 : -13.1% | / | 0.4% | / | / | 1.3% | / | 1.8%

Results in HttQ103 aggreg, for some of the entries so far:
SMILES,HttQ103 aggreg
COc1cc(O)c(C(CCN2CCCCC2)c2ccc(N(C)C)cc2)c(OC)c1 (stereo unspecified),4.8%[9.22 µM]
COCCn1c(SCc2ccc(C(=O)OC)o2)nc2cc(Cl)ccc2c1=O,17.8%

The list continues.
Results follow in this order: Tau fibril FP | HttQ103 aggreg | Tau fluor counter | HTT cytoprotect | ALDH1A1 inh | SMN2 splice up | JMJD2E inh | Tau ThT inhib
Cc1cccc(NS(=O)(=O)c2cc(C(=O)N3CCN(C)CC3)ccc2C)c1
 : -2.0% | -7.3% | -2.8% | 9.9% | -4.7% | -10.2% | 5.3% | 3.1%
Cc1cccc(C)c1NC(=O)C1CCN(S(=O)(=O)c2cccc3nsnc23)CC1
 : -15.9% | / | -9.6% | / | / | 0.6% | / | -1.6%
COc1ccccc1C1C(C(C)=O)=C(C)N=c2s/c(=C\c3cc(OC)c(OC)c(OC)c3)c(=O)n21 (stereo unspecified)
 : 7.6% | 29.2% | -1.9% | -9.9%[10 µM] | 0.2% | 18.6% | 0.9% | ?
COc1ccccc1-c1cc(N)n[nH]1
 : 4.8% | -2.4%[9.22 µM] | -6.8% | -0.9% | -2.6% | 3.3% | -3.2% | -12.5%
O=CN(Cc1ccco1)C1(C(=O)NC2CCCCC2)CCCCC1
 : 8.9% | 3.1% | 3.6% | 7.8%[10 µM] | 14.1µM* | -1.6% | 9.5% | -11.9%
Cc1cccnc1NC(N)=S
 : 0.6% | 12.3% | 8.9% | -11.5%[10 µM] | -4.5% | 12.8% | 8.5% | ?
COc1ccc(C(=O)[C@H]2[C@H]3C(=O)N(c4ccccc4)C(=O)[C@H]3C3C=CC=NN32)cc1 (stereo partly specified)
 : -12.9% | -26.5%[9.22 µM] | -20.6% | -10.4%[10 µM] | / | / | ? | ?
CCc1cc(C(=O)NNC(=S)Nc2cccc(C)c2)cs1
 : 5.7% | ? | -8.1% | 23.2%[10 µM] | ? | 14.1µM* | 28.6% | -17.1%
COc1ccc(-n2c(CCc3ccccc3)nnc2SCC(=O)c2ccccc2)cc1
 : -2.5% | 18.8% | -11.9% | 15.8%[10 µM] | ? | -11.9% | -4.2% | ?
O=C(CSc1nnc(Cc2ccccc2)o1)NCc1ccco1
 : 0.7% | -2.1% | 3.7% | -8.6%[0.074 µM] | -10.9% | / | 6.5% | -1.1%
Cc1nc2ccccc2c(=O)n1CCCO
 : -3.1% | -2.5% | 1.4% | 7.2% | 10.4% | 6.4% | 7.1% | -2.3%
Clc1cccc(NCc2ccccc2)n1
 : -4.0% | -1.7% | -3.1% | -22.3% | 7.0% | 9.0% | 9.8% | -1.1%
COc1ccccc1CNC(=O)c1ccc(NS(C)(=O)=O)cc1
 : 7.3% | -9.0% | 5.1% | -8.2% | 4.2% | 12.3% | 9.0% | -2.3%
NC(N)=NC(N)=Nc1cccc(Cl)c1
 : ? | 18.1%[9.22 µM] | -29.2%&-5.0%&8.4%&-4.2% | -10.4% | 5.5%&2.7%&7.1% | -9.7%&-9.4% | 2.9%&-2.3%&5.2% | -16.4%&-7.3%&5.7%&1.4%
C=C1CSc2nc(=O)c3c4c(sc3n21)CCC4
 : 0.7% | 5.7% | -2.4% | -1.7% | 6.1% | -2.6% | 1.0% | -9.2%
COc1ccc(C)cc1NC(=O)C1COc2ccccc2O1 (stereo unspecified)
 : 12.6% | 9.4% | -15.5% | 4.1% | -9.8% | ? | 0.6% | -11.0%
COc1ccc([N+](=O)[O-])cc1N(CC1CO1)S(=O)(=O)c1ccc(C)cc1 (stereo unspecified)
 : 3.6% | 0.8%[9.22 µM] | 5.4% | 4.9%[10 µM] | 2.7% | 21.6% | 4.3% | -1.0%
CC(C)(Oc1ccc([C@@H]2CC2(Cl)Cl)cc1)C(=O)O
 : / | / | / | 4.8%[40.3 µM] | 1.4%[20.9 µM] | 11.3%[20.6 µM] | 2.2%[25.5 µM] | /
Cc1cc2cccc(C)c2nc1SCC(=O)NNC(=O)c1ccco1
 : -9.2% | 0.8% | -4.7% | -5.4% | ? | -14.9% | -1.3% | -3.8%
CCCC(=O)c1c(C)c2ccccc2n1C
 : -10.9% | 10.9% | -2.6% | 4.7% | -7.7% | -1.6% | -4.8% | -3.0%
CC(C)Oc1cc(NC(=O)CSCC(=O)Nc2cccc(C(F)(F)F)c2)c(Cl)cc1Cl
 : 35.5µM* | 6.3% | ? | 2.7% | -6.8% | -16.8% | -8.6% | -12.2%
CCCOc1ccc(C2c3c(oc4cc(C)c(C)cc4c3=O)C(=O)N2CCCN2CCOCC2)cc1 (stereo unspecified)
 : -12.2% | 24.5% | -17.3% | -17.0% | 3.98µM* | 7.5% | ? | ?
NC(=NCCc1c[nH]c2ccccc12)NS(=O)(=O)c1ccc2ccccc2c1
 : 4.1% | -15.9% | -1.1% | 22.2%[10 µM] | -5.8% | -60.1%[inhibitor] | 3.7% | 3.4%
COc1ccccc1Nc1nc(-c2sc(NC(=O)c3ccc([N+](=O)[O-])cc3)nc2C)cs1
 : ? | -13.9% | 10µM*[quencher] | -33.7% | 15.8µM* | -41.5%[inhibitor] | 7.2% | 3.55µM*
CCCn1c(C)cc(C(=O)CSc2nc3nc(C)cc(C)n3n2)c1C
 : 3.6% | -11.1% | 13.5% | 11.1%[10 µM] | -10.8% | -18.3% | -4.3% | 1.1%
CC(C)Cn1c(N)c(S(=O)(=O)c2cccs2)c2nc3ccccc3nc21
 : -11.4% | 12.2% | -28.7% | -5.1%[0.074 µM] | ? | ? | ? | -28.7%
CC1(C(=O)Nc2cccc(S(=O)(=O)N3CCOCC3)c2)Cc2ccccc2C(=O)O1 (stereo unspecified)
 : 1.1% | 20.5% | -4.9% | -22.1% | 10.4% | -18.0% | 0.2% | -2.6%
CC(CN(C)Cc1ccccc1)OC(=O)c1cccs1 (stereo unspecified)
 : -2.1% | 6.0% | -6.8% | 20.3%[10 µM] | 5.7% | -9.9% | -27.6% | -9.6%
CCN1CCN(CCCCOc2ccccc2F)CC1
 : -1.3% | 1.7% | -2.8% | -10.9% | -7.8% | -4.8% | ? | -7.5%

One compound at a time, as listed above:
`CCCC(=O)c1c(C)c2ccccc2n1C` in the list: Tau fibril FP = -10.9%; HttQ103 aggreg = 10.9%; Tau fluor counter = -2.6%; HTT cytoprotect = 4.7%; ALDH1A1 inh = -7.7%; SMN2 splice up = -1.6%; JMJD2E inh = -4.8%; Tau ThT inhib = -3.0%
`CC(C)(Oc1ccc([C@@H]2CC2(Cl)Cl)cc1)C(=O)O` in the list: Tau fibril FP = /; HttQ103 aggreg = /; Tau fluor counter = /; HTT cytoprotect = 4.8%[40.3 µM]; ALDH1A1 inh = 1.4%[20.9 µM]; SMN2 splice up = 11.3%[20.6 µM]; JMJD2E inh = 2.2%[25.5 µM]; Tau ThT inhib = /
`CC1(C(=O)Nc2cccc(S(=O)(=O)N3CCOCC3)c2)Cc2ccccc2C(=O)O1` (stereo unspecified) in the list: Tau fibril FP = 1.1%; HttQ103 aggreg = 20.5%; Tau fluor counter = -4.9%; HTT cytoprotect = -22.1%; ALDH1A1 inh = 10.4%; SMN2 splice up = -18.0%; JMJD2E inh = 0.2%; Tau ThT inhib = -2.6%

Screens deposited in PubChem by National Center for Advancing Translational Sciences (NCATS).

These rows are one share of the data, so the mix of outcomes need not match the whole.
